Compound activity from PubChem BioAssay.
p47phox inh: blocks human p47phox regulatory protein of NADPH oxidases; P14598; p47phox/p22phox peptide binding, fluorescence polarization, 2 h; inhibition, % at 24.7 µM; 0.53% of 220,000 active; AID 1274;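 active means inhibition above about 30%, limit read from the data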;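 further: 0% = p47phox with labelled peptide and 100% = labelled peptide alone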
Target sequence (P14598 whole entry, looked up): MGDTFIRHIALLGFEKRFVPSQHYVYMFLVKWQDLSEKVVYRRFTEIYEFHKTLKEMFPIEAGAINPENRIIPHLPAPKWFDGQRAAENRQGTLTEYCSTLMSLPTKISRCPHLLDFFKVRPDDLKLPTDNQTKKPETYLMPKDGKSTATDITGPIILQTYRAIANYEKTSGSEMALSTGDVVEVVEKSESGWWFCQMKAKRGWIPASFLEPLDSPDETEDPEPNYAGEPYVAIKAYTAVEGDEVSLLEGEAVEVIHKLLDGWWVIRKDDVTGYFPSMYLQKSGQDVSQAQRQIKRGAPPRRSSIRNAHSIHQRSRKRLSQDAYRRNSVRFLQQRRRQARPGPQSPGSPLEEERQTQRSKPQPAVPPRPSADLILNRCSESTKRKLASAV
RBBP9 inh: inhibitors of human serine hydrolase RBBP9 | recombinant RBBP9, FP-Rh probe fluorescence polarization | AID 1515 | inhibition, % at 7.94 µM | 0.2% of 220,000 active | O75884;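 active means inhibition above the campaign mean of all tested compounds plus 3 SD, cut at about 14% in these data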;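 further: plate controls were DMSO wells with RBBP9 for no effect and wells lacking RBBP9 protein for full effect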
Target sequence (O75884 whole entry, looked up): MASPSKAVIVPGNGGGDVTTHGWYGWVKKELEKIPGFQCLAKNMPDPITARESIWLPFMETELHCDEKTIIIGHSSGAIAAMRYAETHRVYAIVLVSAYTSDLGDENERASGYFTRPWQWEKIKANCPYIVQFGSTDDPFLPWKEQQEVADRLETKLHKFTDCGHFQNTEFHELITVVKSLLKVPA
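system = RBBP9 protein | input = RBBP9 at 2.5 µM in dispensed solution, before mixing | measured by = fluorescence polarization (mP), excitation 525 nm, emission 598 nm | incubation = enzyme-compound preincubation 30 min, then probe labeling 45 min, 25 °C | buffer or medium = Tris-NaCl-Pluronic buffer, pH 8.0 | compound = single dose 7.94 µM | also added = FP-Rh probe, 375 nM dispensing solution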
Furin inh: blocks human furin protease activity. purified furin, fluorogenic substrate cleavage. inhibition, % at 30 µM. 0.061% of 220,000 active; in the data active means inhibition above about 25%; further: inactives centre near -15
p97 inhibitor: inhibitors of human p97 ATPase; P55072; 0.42% of 220,000 active; recombinant p97 ATPase, Kinase-Glo ATP luminescence, 3 h; inhibition, % at 8 µM; in the data active means inhibition above about 15%;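 further: 0% = DMSO vehicle and 100% = wells lacking enzyme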
TbHK1 inh: T. brucei hexokinase 1 inhibition. recombinant TbHK1, G6PDH-coupled NADH A340. inhibition, % at 10 µM. 0.11% of 220,000 active. AID 1430;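 active means inhibition of 50% or more in the single-dose primary screen; inactive means inhibition below 50%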
Runt-CBFb FRET: blocks binding of human RUNX1 Runt domain to CBFb; Q01196+Q13951; Cerulean-Runt/Venus-CBFb FRET ratio 530/480, 1 h; inhibition, % at 20 µM; 0.46% of 220,000 active; AID 1496;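 active means inhibition over about 50% at 20 µM in the single-dose screen, limit read from the data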;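 further: 0% = DMSO wells and 100% = excess unlabeled CBFb competitor control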
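Measured by: fluorescence energy transfer, 422 nm excitation, 530/480 nm emission; test system: Cerulean-tagged RUNX1 Runt domain (FRET donor) fusion protein; buffer or medium: Tris pH 7.5 buffer with BSA; compound: one dose, 20 µM compound, 1% DMSO; times: two 1 h room-temperature incubations shielded from light; benchmarks: unlabeled CBFb 5 µM, positive control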
Runt-SMMHC FRET: blocks binding of human RUNX1 Runt domain to CBFb-SMMHC; Cerulean-Runt/Venus-CBFb-SMMHC FRET ratio 530/480, 1 h; inhibition, % at 20 µM; 0.74% of 220,000 active; AID 1434;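 active means mean inhibition across duplicate retests at 20 µM reaching about 50%, limit read from the data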;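 further: 0% = DMSO wells and 100% = wells with excess untagged CBFb-SMMHC; inhibitors lower the FRET ratio by blocking Runt binding to CBFb-SMMHC; some results filed as inactive read as strong as hits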
EBV gp42 block: inhibitors of Epstein-Barr virus glycoprotein 42 | Q1HVG2 | Fluorescence polarization binding assay, mP read-out | inhibition, % (tested at 21.74 µM) | 0.42% of 220,000 active | AID 1085; in the data active means inhibition above about 50%
Target sequence (Q1HVG2 whole entry, looked up): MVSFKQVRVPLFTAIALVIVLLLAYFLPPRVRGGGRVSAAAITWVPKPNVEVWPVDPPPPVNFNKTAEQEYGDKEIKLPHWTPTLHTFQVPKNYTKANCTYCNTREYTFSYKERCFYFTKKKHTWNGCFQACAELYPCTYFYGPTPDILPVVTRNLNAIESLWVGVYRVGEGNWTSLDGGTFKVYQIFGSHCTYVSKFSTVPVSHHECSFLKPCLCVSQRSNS
Calpain2 inh: inhibitors of pig calpain II. 0.37% of 220,000 active. AID 1236. purified calpain II, fluorogenic peptide substrate, 30 min. inhibition, % at 16 µM;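 active means inhibition above about 50%, limit read from the data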
Numbers without * were called inactive; & = joins results of further samples; [ ] = dose if it differs, or a comment.

O=C(O)CCc1ccc(-c2ccc(Cl)cc2)n1Cc1ccco1 was read as p47phox inh -15, RBBP9 inh -7, Furin inh -22[20 µM], p97 inhibitor 0, TbHK1 inh 9, Runt-CBFb FRET 10, Runt-SMMHC FRET 2, EBV gp42 block -8 and Calpain2 inh -36.
`CC(=O)Oc1ccc2c(=O)c(-c3nc4ccccc4s3)coc2c1` gave p47phox inh -1, RBBP9 inh -3, Furin inh -26, p97 inhibitor -3, TbHK1 inh -5, Runt-CBFb FRET 4, Runt-SMMHC FRET -1, EBV gp42 block -14 and Calpain2 inh 32.
CC1(C)CC(=O)c2c(noc2-c2ccccc2)C1 was read as p47phox inh -8, RBBP9 inh 5, Furin inh -23, p97 inhibitor -4, TbHK1 inh -1, Runt-CBFb FRET 0, Runt-SMMHC FRET 0, EBV gp42 block 4 and Calpain2 inh -18.
`CCc1cc2c(SCC(=O)NC(=O)c3cccn3C)ncnc2s1` gave p47phox inh -18, RBBP9 inh 2, Furin inh -31, p97 inhibitor 4, TbHK1 inh -6, Runt-CBFb FRET -3, Runt-SMMHC FRET 0, EBV gp42 block -15 and Calpain2 inh -61.
CC(C)=NNC(=O)c1c(O)c2ccccc2[nH]c1=O was read as p47phox inh 2, RBBP9 inh -4, Furin inh -15, p97 inhibitor 8, TbHK1 inh -14, Runt-CBFb FRET 4, Runt-SMMHC FRET -3, EBV gp42 block -3 and Calpain2 inh 2.
Screening COc1ccc(/C(N)=N/OC(=O)c2ccco2)cc1 returned p47phox inh -2, RBBP9 inh -5, Furin inh -22, p97 inhibitor -19, TbHK1 inh -5, Runt-CBFb FRET 1, Runt-SMMHC FRET 1, EBV gp42 block -3 and Calpain2 inh -26.
Screening O=C(NNC1=NC2(CCCC2)Cc2ccccc21)c1cccnc1 returned p47phox inh 3, RBBP9 inh 3, Furin inh -11, p97 inhibitor 2, TbHK1 inh -11, Runt-CBFb FRET -1, Runt-SMMHC FRET 0, EBV gp42 block 1 and Calpain2 inh 3.
Cc1ccc(CSc2nnc(CC(=O)Nc3ccc(C)cc3)n2C)cc1 was read as p47phox inh -11, RBBP9 inh -9, Furin inh -14, p97 inhibitor -6, TbHK1 inh -2, Runt-CBFb FRET 0, Runt-SMMHC FRET 0, EBV gp42 block -9 and Calpain2 inh 4.
`COc1cccc(/C(O)=C2/C(=O)C(=O)N(c3cc(C)on3)C2c2cccs2)c1` (stereo not drawn) gave p47phox inh -8, RBBP9 inh -7, Furin inh -23, p97 inhibitor 7, TbHK1 inh -22, Runt-CBFb FRET 77*, Runt-SMMHC FRET 145*, EBV gp42 block -11 and Calpain2 inh 5.
`O=C(COC(=O)C1CC(=O)N(Cc2ccccc2)C1)c1ccc(F)cc1` (stereo not drawn) gave p47phox inh -101, RBBP9 inh -8, Furin inh -20, p97 inhibitor 0, TbHK1 inh 2, Runt-CBFb FRET 0, Runt-SMMHC FRET 0, EBV gp42 block -9 and Calpain2 inh -9.
O=S(=O)(NCCN1CCCC1)c1cccc2cccnc12 was read as p47phox inh -4, RBBP9 inh 1, Furin inh -12, p97 inhibitor 2, TbHK1 inh -6, Runt-CBFb FRET 2, Runt-SMMHC FRET 0, EBV gp42 block -4 and Calpain2 inh -49.
Screening CCc1ccccc1NC(=O)c1cnccn1 returned p47phox inh -13, RBBP9 inh -3, Furin inh -35[20 µM], p97 inhibitor -1, TbHK1 inh 10, Runt-CBFb FRET 0, Runt-SMMHC FRET 0, EBV gp42 block -5 and Calpain2 inh -16.

The closing 2 compounds of the part before open the next one:
O=S(=O)(NCCN1CCCC1)c1cccc2cccnc12 was read as p47phox inh -4, RBBP9 inh 1, Furin inh -12, p97 inhibitor 2, TbHK1 inh -6, Runt-CBFb FRET 2, Runt-SMMHC FRET 0, EBV gp42 block -4 and Calpain2 inh -49.
Screening CCc1ccccc1NC(=O)c1cnccn1 returned p47phox inh -13, RBBP9 inh -3, Furin inh -35[20 µM], p97 inhibitor -1, TbHK1 inh 10, Runt-CBFb FRET 0, Runt-SMMHC FRET 0, EBV gp42 block -5 and Calpain2 inh -16.
For CCOC(=O)c1ncn2c1CN(C)C(=O)c1cc(F)ccc1-2 the results were p47phox inh -12&2, RBBP9 inh -11&-5, Furin inh -11, p97 inhibitor 2&4, TbHK1 inh -3, Runt-CBFb FRET 0&0, Runt-SMMHC FRET -1&-1, EBV gp42 block -14&-1 and Calpain2 inh 8&-3.
`CNc1ccccc1C(C)(C)c1cc(-c2cccc([N+](=O)[O-])c2)no1` gave p47phox inh -60, RBBP9 inh -12, Furin inh 2, p97 inhibitor -7, TbHK1 inh 9, Runt-CBFb FRET 2, Runt-SMMHC FRET 1, EBV gp42 block -10 and Calpain2 inh 30.
`Cc1csc(NC(=O)Nc2ccc(Cl)cc2)n1` gave p47phox inh -15, RBBP9 inh -8, Furin inh -12, p97 inhibitor 2, TbHK1 inh -9, Runt-CBFb FRET 0, Runt-SMMHC FRET -8, EBV gp42 block -5 and Calpain2 inh -19.
Screening Cn1cc2c(=O)n(/N=C/c3ccccc3)cnc2n1 returned p47phox inh 0, RBBP9 inh 6, Furin inh -14, p97 inhibitor 1, TbHK1 inh -2, Runt-CBFb FRET -2, Runt-SMMHC FRET 1, EBV gp42 block -3 and Calpain2 inh 8.
COc1ccc2c(c1)CCc1c(C(=O)NCc3ccc(F)cc3)noc1-2 was read as p47phox inh -3, RBBP9 inh -2, Furin inh -2, p97 inhibitor 1, TbHK1 inh -5, Runt-CBFb FRET -2, Runt-SMMHC FRET -9, EBV gp42 block -11 and Calpain2 inh -16.
`Cc1noc(C)c1COc1ccc(C(=O)OCC(=O)Nc2c(C)n(C)n(-c3ccccc3)c2=O)cc1` gave p47phox inh 1, RBBP9 inh -7, Furin inh -4, p97 inhibitor -5, TbHK1 inh 1, Runt-CBFb FRET 0, Runt-SMMHC FRET 3, EBV gp42 block 0 and Calpain2 inh 17.
For Cc1ccc(-c2nnc(SCC(=O)NC3CC3)n2N)cc1 the results were p47phox inh -13, RBBP9 inh -1, Furin inh -34, p97 inhibitor 6, TbHK1 inh -4, Runt-CBFb FRET -2, Runt-SMMHC FRET 0, EBV gp42 block -14 and Calpain2 inh -11.
`C=CCN1C(=O)/C(=C2/Sc3ccccc3N2C)SC1=Nc1c(C)n[nH]c1C` gave p47phox inh -20, RBBP9 inh -10, Furin inh -16[20 µM], p97 inhibitor 0, TbHK1 inh -6, Runt-CBFb FRET 1, Runt-SMMHC FRET 5, EBV gp42 block -9 and Calpain2 inh -17.
For O=C(CSc1nc2ccccc2o1)NC(=O)NCc1ccccc1 the results were p47phox inh -20, RBBP9 inh -9, Furin inh -8[20 µM], p97 inhibitor 0, TbHK1 inh 0, Runt-CBFb FRET 0, Runt-SMMHC FRET 3, EBV gp42 block -10 and Calpain2 inh 29.
CC/C(=N/OC(=O)c1cccc(C)c1)C(=O)c1cccs1 was read as p47phox inh 13, RBBP9 inh -9, Furin inh -28, p97 inhibitor 2, TbHK1 inh -3, Runt-CBFb FRET -1, Runt-SMMHC FRET 7, EBV gp42 block -10 and Calpain2 inh -10.
Screening Cc1ccc(N(C)C(=O)N2CCN(S(=O)(=O)c3c(C)cc(C)cc3C)CC2)cc1 returned p47phox inh -5, RBBP9 inh -9, Furin inh -9[20 µM], p97 inhibitor -8, TbHK1 inh -13, Runt-CBFb FRET -1, Runt-SMMHC FRET 0, EBV gp42 block -23 and Calpain2 inh 18.
CCn1c(Cn2nnc(-c3ccccc3)n2)nnc1SCC(=O)N1CCOCC1 was read as p47phox inh 0, RBBP9 inh -8, Furin inh -21[20 µM], p97 inhibitor 3, TbHK1 inh 2, Runt-CBFb FRET 1, Runt-SMMHC FRET 0, EBV gp42 block -1 and Calpain2 inh -28.
COCc1cc(C)nc(N/N=C/c2ccc(-c3cc(C(=O)O)ccc3Cl)o2)c1C#N was read as p47phox inh 0, RBBP9 inh -2, Furin inh -10, p97 inhibitor 2, TbHK1 inh -29, Runt-CBFb FRET 1, Runt-SMMHC FRET -3, EBV gp42 block -1 and Calpain2 inh -17.
Screening CC(C(=O)O)n1nc2ccccc2n1 (stereo not drawn) returned p47phox inh 20, RBBP9 inh -9, Furin inh -13, p97 inhibitor -2, TbHK1 inh 3, Runt-CBFb FRET -1, Runt-SMMHC FRET 0, EBV gp42 block 12 and Calpain2 inh 1.
`CC(C)(C)NC(=O)Cn1c(SCC(=O)N2CCCCCC2)nc2ccccc21` gave p47phox inh -5, RBBP9 inh -10, Furin inh -13, p97 inhibitor 3, TbHK1 inh 2, Runt-CBFb FRET -1, Runt-SMMHC FRET -1, EBV gp42 block 7 and Calpain2 inh 27.
Screening O=c1c(=O)n2c(nn1Cc1ccc(F)cc1)sc1ccccc12 returned p47phox inh 4, RBBP9 inh -7, Furin inh -15, p97 inhibitor -7, TbHK1 inh -2, Runt-CBFb FRET 1, Runt-SMMHC FRET -2, EBV gp42 block -16 and Calpain2 inh -28.
For C/C(=C\c1cccs1)C(=O)c1c(C)cc(C)[nH]c1=O the results were p47phox inh -1, RBBP9 inh -1, Furin inh 0, p97 inhibitor 0, TbHK1 inh -57, Runt-CBFb FRET -4, Runt-SMMHC FRET -3, EBV gp42 block 3 and Calpain2 inh 7.
For COC(=O)c1ccccc1NC(=O)NCc1ccco1 the results were p47phox inh -12, RBBP9 inh -4, Furin inh -13[20 µM], p97 inhibitor -2, TbHK1 inh 2, Runt-CBFb FRET 2, Runt-SMMHC FRET 0, EBV gp42 block -8 and Calpain2 inh 11.
Screening CCCc1nc2ccc(NC(=O)c3ccco3)cc2c(=O)n1Cc1ccccc1Cl returned p47phox inh -16, RBBP9 inh -2, Furin inh -21[20 µM], p97 inhibitor -1, TbHK1 inh -7, Runt-CBFb FRET -6, Runt-SMMHC FRET -2, EBV gp42 block -8 and Calpain2 inh -22.
Cc1nc(S/C(=C\c2ccc(OCc3ccccc3Cl)cc2)C(=O)O)n[nH]1 was read as p47phox inh 0, RBBP9 inh -1, Furin inh -9[20 µM], p97 inhibitor 5, TbHK1 inh -6, Runt-CBFb FRET 21, Runt-SMMHC FRET -17, EBV gp42 block -24 and Calpain2 inh -230.
For COc1ccc(OC)c(Cc2nnc(CCC(=O)NC3CCCCC3)o2)c1 the results were p47phox inh 1, RBBP9 inh 0, Furin inh -17, p97 inhibitor 6, TbHK1 inh -1, Runt-CBFb FRET 0, Runt-SMMHC FRET 1, EBV gp42 block -2 and Calpain2 inh -10.
For Cc1nc(-c2ccc(S(=O)(=O)Nc3cc(S(=O)(=O)N(C)C)ccc3C)s2)cs1 the results were p47phox inh -10, RBBP9 inh 1, Furin inh -10, p97 inhibitor 8, TbHK1 inh -14, Runt-CBFb FRET -4, Runt-SMMHC FRET 2, EBV gp42 block -14 and Calpain2 inh 21.
Cc1c(C#N)c2ncnc(-c3ccccc3)c2n1-c1ccccc1 was read as p47phox inh -3, RBBP9 inh -8, Furin inh -26[20 µM], p97 inhibitor 4, TbHK1 inh -14, Runt-CBFb FRET -1, Runt-SMMHC FRET -2, EBV gp42 block 60* and Calpain2 inh -10.
Screening O=C(Nc1cccc(S(=O)(=O)N2CCCCC2)c1)c1ccc(OCC2CCCO2)cc1 (stereo not drawn) returned p47phox inh -12, RBBP9 inh -6, Furin inh -18, p97 inhibitor 3, TbHK1 inh -3, Runt-CBFb FRET -2, Runt-SMMHC FRET 0, EBV gp42 block -3 and Calpain2 inh 1.
